UHRF1 binding – blocks human UHRF1 binding to methylated DNA. Q96T88. UHRF1 binding to methylated oligo, TR-FRET. 370,000 tested, 0.75% active. AID 687016. inhibition, % at 4.4 µM; in the data active = inhibition above about 21%;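 also: UHRF1 SRA domain binding a hemimethylated CpG hairpin DNA probe; 0% = median of test compound wells and 100% = reference inhibitor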
LEDGF integ inh – blocks HIV-1 LEDGF/p75-dependent DNA integration. inhibition, % at 3.7 µM. TR-FRET IN-LEDGF/p75 DNA integration, Eu/Cy5. 370,000 tested, 0.64% active;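 active = inhibition above the screen-wide mean plus 3 SD, cut at about 13% in these data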;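 also: signal is the Cy5 over europium emission ratio at 671 and 618 nm; 0% = plate median of compound wells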
Tn6 DDE FP – disrupts Tn6 cyclic peptide binding to fibrin D-Dimer-E complex. P02675. Fibrin DD(E) TRITC-Tn6 fluorescence polarization displacement. inhibition, % at 8.3 µM. 370,000 tested, 0.21% active. AID 720509;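 active = inhibition above a per-campaign cutoff: mean of compounds within control limits plus 3 SD, cut at about 15% in these data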;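 also: 0% = median of all compound wells on the plate and 100% = blocking peptide control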
TDP2 absorb – TDP2 (human) inhibition, absorbance primary screen. recombinant TDP2, T5PNP hydrolysis, p-nitrophenol absorbance 415 nm. inhibition, % at 12.8 µM. 370,000 tested, 0.34% active. AID 720702;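 active = inhibition above the mean of all tested compounds plus 3 SD, set per campaign, cut at about 25% in these data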;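 also: 0% = DMSO with enzyme and 100% = buffer with substrate but no TDP2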
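Evaluation: % inhibition relative to enzyme-containing and enzyme-free wells. Material: recombinant human TDP2. Benchmarks: enzyme-free and DMSO wells. Timing: enzyme reaction with compound for 2 h at 37 °C. Compound dosing: 12.8 µM only. Measured by: p-Nitrophenol epi absorbance. Reagent: T5PNP substrate at 5 mM, a TopII-DNA adduct mimic. Replication: single well per compound.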
TCR CD3 inh – inhibitors of human TCR-CD3 interaction; inhibition, % at 9.4 µM; AID 651800; 360,000 tested, 0.37% active; TAMRA-labeled TCR probe fluorescence, biochemical; in the data active = inhibition above about 19%;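 also: recombinant mutant TCR 2C K166C tagged with TAMRA read by polarization; 0% = receptor in buffer alone and 100% = receptor with positive control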
Tn7 DDE FP – disrupts Tn7 cyclic peptide binding to fibrin D-Dimer-E complex; P02675; FP displacement of FITC-Tn7 peptide from fibrin DD(E); 0% = median of compound wells per plate; inhibition, % at 8.3 µM; 370,000 tested, 0.13% active; AID 720508;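 active = inhibition above the mean of compounds falling within the control limits plus 3 SD of them, cut at about 14% in these data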;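 also: 0% = plate median of compound wells and 100% = 10 µM Aha-Tn7 peptide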
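Assay system: Human clot-derived fibrin DD(E) complex | Buffer or medium: Tris/NaCl/CaCl2 buffer, pH 7.8 | Repeats: One replicate per compound | Benchmarks: Aha-Tn7 high control | Measure: % inhibition scaled between sample-field median and high-control FP | Schedule: 10 min plus 3 h, room temperature | Signal: Fluorescence polarization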
KLK7 zymogen act – proKLK7 (human) activation, primary screen; purified proKLK7, EDANS-DABCYL substrate fluorescence; 100% is mature enzyme control, 0% vehicle; P49862; 370,000 tested, 0.9% active; activation, % at 7 µM;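 active = activation above the mean of all tested compounds plus 3 SD, computed per campaign excluding outliers beyond control limits, cut at about 13% in these data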
Target sequence (P49862 whole entry, looked up): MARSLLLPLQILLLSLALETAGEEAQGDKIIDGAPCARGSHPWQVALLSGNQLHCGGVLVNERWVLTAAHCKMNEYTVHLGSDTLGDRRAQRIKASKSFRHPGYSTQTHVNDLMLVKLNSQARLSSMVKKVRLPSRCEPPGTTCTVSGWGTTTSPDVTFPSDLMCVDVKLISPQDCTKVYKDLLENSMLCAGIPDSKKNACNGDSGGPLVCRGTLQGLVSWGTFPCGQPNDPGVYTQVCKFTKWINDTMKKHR
SIAE inh – inhibitors of human sialic acid acetylesterase SIAE | SIAE FP-Rh probe binding, fluorescence polarization | 370,000 tested, 0.69% active | AID 1053197 | inhibition, % at 9.66 µM | Q9HAT2;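 active = inhibition above a cutoff: mean of compounds within the control limits plus 3 SD of those, cut at about 17% in these data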;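 also: 0% = plate median of compound wells and 100% = probe without SIAE protein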
PRMT1 inh – inhibitors of human PRMT1. Q99873. recombinant PRMT1, activity-based probe fluorescence polarization. inhibition, % at 2.79 µM. 370,000 tested, 1.3% active. AID 652257;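 active = inhibition above about 21% made by adding two undisclosed values, limit read from the data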
Target sequence (Q99873 whole entry, looked up): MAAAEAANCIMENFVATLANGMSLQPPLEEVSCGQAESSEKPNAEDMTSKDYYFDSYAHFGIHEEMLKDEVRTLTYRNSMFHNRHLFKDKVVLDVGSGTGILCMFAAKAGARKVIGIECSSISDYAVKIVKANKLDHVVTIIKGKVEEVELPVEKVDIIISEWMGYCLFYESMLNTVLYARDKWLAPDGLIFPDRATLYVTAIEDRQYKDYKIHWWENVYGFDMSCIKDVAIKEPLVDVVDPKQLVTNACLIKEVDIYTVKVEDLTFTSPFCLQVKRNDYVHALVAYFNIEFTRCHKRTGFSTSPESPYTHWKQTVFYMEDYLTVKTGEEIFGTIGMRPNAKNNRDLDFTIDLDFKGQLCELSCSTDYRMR
MBD2 inh – blocks human MBD2 binding to methylated DNA. TR-FRET, MBD2 binding to methylated oligonucleotide. 370,000 tested, 0.31% active. AID 686964. inhibition, % at 4.4 µM; in the data active = inhibition above about 13%
Target sequence (Q9UBB5 whole entry, looked up): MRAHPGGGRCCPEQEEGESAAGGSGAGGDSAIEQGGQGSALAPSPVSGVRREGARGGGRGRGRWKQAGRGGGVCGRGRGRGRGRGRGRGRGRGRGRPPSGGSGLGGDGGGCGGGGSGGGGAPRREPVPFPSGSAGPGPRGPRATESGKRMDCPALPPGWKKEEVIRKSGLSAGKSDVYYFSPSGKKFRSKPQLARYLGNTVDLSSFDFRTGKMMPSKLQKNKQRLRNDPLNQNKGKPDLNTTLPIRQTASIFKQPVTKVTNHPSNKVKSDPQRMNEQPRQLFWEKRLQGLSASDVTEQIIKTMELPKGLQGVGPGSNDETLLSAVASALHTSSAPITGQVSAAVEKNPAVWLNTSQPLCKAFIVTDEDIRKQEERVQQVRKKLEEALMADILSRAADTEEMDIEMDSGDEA
* hit, by the source's call; x = no result given.

SMILES	UHRF1 binding	LEDGF integ inh	Tn6 DDE FP	TDP2 absorb	TCR CD3 inh	Tn7 DDE FP	KLK7 zymogen act	SIAE inh	PRMT1 inh	MBD2 inh
CCOc1ccc(C(=O)OCCCN(C)C)cc1	-1	2	0	9	10	6	0.0	-2	-2	-3
Nc1ccc(S(=O)(=O)c2ccc(Cl)cc2)cc1	0	0	-1	-3	6	4	-0.1	-4	0	-1
COC(=O)[C@@]1(Cc2ccc(F)cc2)[C@H]2c3cc(C(=O)N(C)C)n(Cc4ccc(Cl)c(C(F)(F)F)c4)c3C[C@H]2CN1C(=O)c1ccccc1	-1	-4	-1	-10	-5	6	0.2	-2	2	-2
Cc1nn(CC(=O)NCc2cccc3ccccc23)c(=O)c2ccccc12	3	2	0	5	-4	6	-0.3	-8	-2	-5
CC(C)(C)OC(=O)C[C@@H]1C/C=C\C[C@H](CC(=O)NCCO)C(=O)NC[C@@H](c2ccccc2)OC1=O	1	-3	7	4	0	-2	0.0	2	-1	-3
CCN1C(=O)/C(=C\N(C)C)S/C1=N\S(=O)(=O)c1ccccc1	-2	1	-3	6	5	0	0.0	-6	-1	1
c1ccc2c(c1)OCCOCCOCCO2	0	-4	0	8	5	0	-0.3	5	-1	1
COc1ccc(C2=NS(=O)(=O)N(C)C(C(=O)NC3CCCCC3)=C2)cc1OC	-1	-4	4	-7	-12	6	13*	-6	6	2
O=C(NC1(C(=O)O)CCCC1)c1ccccc1	2	4	-5	-14	-4	3	0.6	-5	-4	-2
O=C(Nc1nnc(-c2ccco2)s1)C1CCCCC1	-2	-1	-2	9	3	2	-0.4	-2	-2	-1
CC(=O)OCC1=C(C(=O)O)N2C(=O)C(NC(=O)Cn3nc(C(F)F)c(Cl)c3C)C2SC1 (stereo unspecified)	1	6	-5	-7	5	4	-0.3	1	20	1
Cc1noc(C)c1S(=O)(=O)Nc1ccc2c(c1)C(=O)N([C@H](C)CO)C[C@H](C)[C@@H](CN(C)C(=O)CCCN(C)C)OCCCC[C@@H](C)O2	-1	4	1	-3	4	1	-0.4	1	-5	0
COc1cc(/C=C2/C(=O)NN(c3cccc(C)c3)C2=O)cc([N+](=O)[O-])c1O	-1	0	2	5	5	5	-0.4	1	32*	-8
COc1cccc(C2CC(c3ccccc3OC)n3nc(N)nc3N2)c1 (stereo unspecified)	3	-2	-12	7	-4	9	0.0	-3	6	9
COc1cc(NC(=O)C(C)(C)C)c(C(=O)OCC(=O)Nc2cc(C)on2)cc1OC	0	-8	1	-1	-2	7	-0.4	0	2	-1
Cc1ccc(OCc2n[nH]c(=S)n2-c2ccc(Br)cc2)cc1	0	5	2	10	7	1	0.0	5	17	-3
CCC(C)NC(=O)Cc1c(OC)ccc2cc(Br)ccc12 (stereo unspecified)	0	-1	0	7	-9	0	-0.3	-3	0	-3
O=C(NC1CCC1)c1ccc(C#Cc2cccc(F)c2)cn1	17	5	-4	3	x	0	0.6	2	2	7
Cc1[nH]c2ccccc2c1/C=N/NC(=O)CNC(=O)c1cccs1	5	-2	2	9	5	2	-0.5	3	1	4
CC(=O)N1c2ccccc2C(C)=CC1(C)C	1	-3	3	-6	6	4	0.1	-3	-3	1
O=C(O)CN1C(=O)/C(=C\c2cccc(OCc3ccccc3F)c2)SC1=S	-3	6	5	-3	4	-7	0.7	0	-6	1
COc1ccccc1NC(=O)C(=O)N/N=C(\C)CC(=O)Nc1ccccn1	-7	0	4	0	-4	5	-1.2	0	3	-2
Clc1ccccc1NCSC1=NCCS1	0	-3	0	2	-2	4	-0.4	1	3	-4
C[C@@H]1CN([C@@H](C)CO)C(=O)CCCn2nncc2CO[C@@H]1CN(C)S(=O)(=O)c1ccc(-n2cccn2)cc1	2	-4	-2	5	0	-6	0.3	3	4	-1
CN1C(=O)C(CC(=O)O)S/C1=N\N=C\c1ccc(O)cc1O (stereo unspecified)	-1	2	-1	8	7	-3	-1.6	5	1	0
COc1ccc(S(=O)(=O)N[C@H](C(=O)N2CC[C@@]3(O)CCCC[C@H]3C2)c2ccccc2)cc1	1	1	1	-4	-4	-4	0.1	2	-2	3
Cc1ccc(Cn2nc(C)c(NC(=O)C3(C)CC3(Br)Br)c2C)cc1 (stereo unspecified)	0	2	-2	11	1	-6	0.2	-2	2	-7
Cn1ncc2c(Nc3ccc(Cl)c(Cl)c3)ncnc21	-2	2	-10	-1	0	5	0.2	-16	-3	-6
COc1ccc(/C=C2\SC(=S)N(CCC(=O)NC3C=CS(=O)(=O)C3)C2=O)cc1 (stereo unspecified)	0	7	-8	-10	-9	-3	0.6	-15	-1	-1
CCn1c(=O)cc(OCC(=O)N(C)c2ccccc2F)c2ccccc21	0	-4	0	-6	-12	0	-0.2	-11	9	7

2 of the compounds above, with each value named.
Cc1ccc(OCc2n[nH]c(=S)n2-c2ccc(Br)cc2)cc1
- UHRF1 binding = 0
- LEDGF integ inh = 5
- Tn6 DDE FP = 2
- TDP2 absorb = 10
- TCR CD3 inh = 7
- Tn7 DDE FP = 1
- KLK7 zymogen act = 0.0
- SIAE inh = 5
- PRMT1 inh = 17
- MBD2 inh = -3
CCC(C)NC(=O)Cc1c(OC)ccc2cc(Br)ccc12 (stereo unspecified)
- UHRF1 binding = 0
- LEDGF integ inh = -1
- Tn6 DDE FP = 0
- TDP2 absorb = 7
- TCR CD3 inh = -9
- Tn7 DDE FP = 0
- KLK7 zymogen act = -0.3
- SIAE inh = -3
- PRMT1 inh = 0
- MBD2 inh = -3

Later entries.
SMILES	UHRF1 binding	LEDGF integ inh	Tn6 DDE FP	TDP2 absorb	TCR CD3 inh	Tn7 DDE FP	KLK7 zymogen act	SIAE inh	PRMT1 inh	MBD2 inh
CCCC(C)c1nnc(NC(=O)CN2C(=O)c3ccccc3C2=O)s1 (stereo unspecified)	0	-2	-8	5	-7	0	0.2	-5	9	-7
CCc1ccc(OCC(O)CN2CCC(CN3C(=O)c4cccc5cccc(c45)C3=O)CC2)cc1 (stereo unspecified)	-2	2	-12	1	0	0	-1.9	8	-3	5
COc1ccc(CCNC(=O)N2CCOCC2)cc1	-4	-1	-4	-3	1	-6	-0.1	-1	-1	-5
Cn1c(=O)c(=O)n(C)c2cc(S(=O)(=O)CCC(=O)Nc3c(F)c(F)c(F)c(F)c3F)ccc21	0	-1	7	10	2	3	1.0	-5	3	-3
COCCN=C1S/C(=C\c2cc(C)n(-c3ccc(F)cc3F)c2C)C(=O)N1C	2	-2	-1	1	x	-2	x	-30	18	4
CCC(=O)Nc1cccc(NC(=O)CSc2nnnn2C)c1	7	2	8	-12	5	4	-0.9	3	3	-1
O=C(NCCc1csc(-c2ccccc2)n1)c1cccs1	-1	0	1	7	1	3	-0.3	0	-2	2
CCOC(=O)[C@H](CCc1ccccc1)N[C@@H](C)C(=O)N1[C@H](C(=O)O)C[C@@H]2CCC[C@@H]21	-2	0	0	-9	4	8	0.1	7	0	-4
Cc1ccsc1CN(C)C(=O)CN1C(=O)NC(c2ccccc2)(c2ccccc2)C1=O	2	-8	4	-7	-3	-2	-0.4	-6	2	2
O=C(CSCc1ccc(Cl)cc1)NN=C1CCCC1	-4	3	2	5	10	6	0.6	-3	-5	-5
CC(C)CC(N)c1csc(NC(=O)c2cc(C(C)(C)C)nn2Cc2ccccc2)n1 (stereo unspecified)	2	8	-13	-14	-4	-6	-1.5	-2	-7	-1
O=C(CSc1ncn[nH]1)Nc1ccccc1Sc1ccccc1	0	4	-3	2	0	3	0.8	11	-1	-7
O=C1N=C(N2CCc3ccccc3C2)S/C1=C\c1cccc(O)c1	3	2	-1	2	-3	-1	-0.5	-3	-1	-4
Cc1nn(C)c(C)c1NC(=O)c1ccc(Cl)cc1	-2	-1	8	4	7	1	0.3	8	0	2
CC(OC(=O)c1ccc(F)cc1)C(=O)Nc1nc(-c2cccc([N+](=O)[O-])c2)cs1 (stereo unspecified)	2	-1	-2	9	1	3	0.4	-47	1	2
CN(CC(CC(=O)Nc1nncs1)c1ccccc1)S(=O)(=O)c1ccc(Br)cc1 (stereo unspecified)	2	-1	5	-8	1	-8	0.4	-4	-3	1
CCOC(=O)N1CCN(C2CCCN(C(=O)c3ccccc3N(C)C)C2)CC1 (stereo unspecified)	0	0	0	8	0	1	0.7	9	4	-6
O=[N+]([O-])c1c(Nc2ccc(O)cc2)cc(Cl)c2nonc12	-7	3	2	-10	1	-4	0.1	1	77*	-16
COc1cccc(CNS(=O)(=O)c2ccc(-n3cnnn3)c(C)c2)c1	4	0	5	-10	-4	4	-0.4	3	-5	2
COc1ccc(/C=C/C(=O)Nc2cccc(C(C)=O)c2)cc1	3	6	-9	-10	-7	9	0.3	3	1	0
CCOC(=O)c1[nH]c(C)c(C(=O)N2CCN(C(=O)OCC)CC2)c1CC	3	2	2	2	9	-6	0.1	1	-3	-6
COC(=O)c1cc(NS(=O)(=O)c2ccc(N3CCCCC3)c([N+](=O)[O-])c2)cc(C(=O)OC)c1	-2	-1	6	-11	7	-1	-0.3	-8	-2	-6
O=C(Nc1ccc(Oc2ccccc2)nc1)C1CCCCN1Cc1ccc(O)cc1 (stereo unspecified)	-3	-2	0	-1	-2	-1	-0.2	1	0	-5
Cc1ccc(-n2[nH]c(C)c(/C=N/n3c(C)nc4ccccc4c3=O)c2=O)cc1	-12	3	-7	18	4	2	-0.2	7	-6	-7
COc1ccc(OC)cc1	1	1	-3	-12	-16	1	0.1	4	-5	-1
CCOC(=O)N1CCC(NC(=O)c2cccnc2SC)CC1	4	0	6	-5	-5	-3	-0.4	-5	0	0
CCOC(=O)CN1NC2(CCCCCCC2)NC1=S	-2	-1	2	7	-7	2	-0.4	9	6	4
CC(C)NC(=O)CSc1nccc(-c2cccs2)n1	-2	-5	6	4	2	10	1.1	8	-3	2
COc1ccc2ccccc2c1/C=N/NC(=S)NCCN1CCOCC1	-2	1	-1	-11	-4	-5	0.1	4	-6	-5
Cc1onc(-c2ccccc2)c1C(=O)n1cccn1	0	-2	-4	-2	7	5	-0.9	9	0	-6

A few values from above:
Cc1onc(-c2ccccc2)c1C(=O)n1cccn1 in LEDGF integ inh → -2
COC(=O)c1cc(NS(=O)(=O)c2ccc(N3CCCCC3)c([N+](=O)[O-])c2)cc(C(=O)OC)c1 in TDP2 absorb → -11

Later entries.
SMILES	UHRF1 binding	LEDGF integ inh	Tn6 DDE FP	TDP2 absorb	TCR CD3 inh	Tn7 DDE FP	KLK7 zymogen act	SIAE inh	PRMT1 inh	MBD2 inh
CCOC(=O)C1CCN(C(=O)Cn2cnc3sc(C)c(S(=O)(=O)N4CCCCC4)c3c2=O)CC1	-1	1	-2	5	-1	-1	0.0	2	-1	2
CC(C)C[C@@H]1NC(=O)[C@H]2C[C@]3(c4ccccc4)c4ccccc4N[C@H]3N2C1=O	8	5	-1	4	x	-5	-0.3	3	2	9
Cc1c(C(=O)N2CCOCC2)sc(NC(=O)Cc2ccccc2)c1C#N	-4	1	-1	-5	7	3	0.7	-5	-2	2
CCCc1c(O)nc(SCc2ccccc2)[nH]c1=O	1	0	-6	4	7	-2	-0.6	-1	1	-2

Source: PubChem BioAssay
